PostGolgi ctrl: inhibits growth of the yeast control strain. 5% of 98,000 active. efflux-deficient yeast background strain, growth absorbance A615, 16 h. AID 738. inhibition, % at 10 µM
CYP2C19 inhib: inhibitors of human CYP2C19. 21% of 96,000 active. inhibition, % at 5 µM. P33261. AID 778. CYP2C19 Supersomes, luciferin-H EGE luminescence, 30 min;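 active means CYP2C19 inhibition above a set limit at 5 µM in the primary screen, cut at about 50% in these data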;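 further: plate controls were negative control wells for no effect and 2.5 mM tranylcypromine positive control for full effect; values of inactives mirror those of a sister screen read the other way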
hDAT+cocaine: human DAT dopamine uptake with cocaine, either direction | Q01959 | LLC-PK1 hDAT cells, [14C]-dopamine uptake with cocaine IC80; actives deviate in either direction | B-score at 10 µM | 1.3% of 110,000 active | AID 449768;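 active means Z score or B-score, a plate-position-corrected score, falls beyond the plate's 99.7% confidence bounds, in either direction; inactive means both scores lie inside the 99.7% bounds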;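 further: scored against the spread of the other compound wells on the same plate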
S1P2 agonist: S1P2 (human) receptor agonism; activation, % at 4.5 µM; AID 729; O95136; S1P2-expressing cell line, agonist reporter read-out; 0.46% of 97,000 active; in the data active means activation above about 16%;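 further: 0% = vehicle low control and 100% = maximal reference agonist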
Target sequence (O95136 whole entry, looked up): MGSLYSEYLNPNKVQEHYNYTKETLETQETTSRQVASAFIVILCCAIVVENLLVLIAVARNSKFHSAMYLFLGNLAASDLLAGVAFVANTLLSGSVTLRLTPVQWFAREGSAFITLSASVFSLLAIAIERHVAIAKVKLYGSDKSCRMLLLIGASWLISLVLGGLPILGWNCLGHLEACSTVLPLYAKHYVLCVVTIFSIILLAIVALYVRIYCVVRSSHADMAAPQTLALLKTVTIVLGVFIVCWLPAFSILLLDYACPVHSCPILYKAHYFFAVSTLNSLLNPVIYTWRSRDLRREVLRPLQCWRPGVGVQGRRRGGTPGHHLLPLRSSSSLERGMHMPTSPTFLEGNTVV
PostGolgi yeast: growth inhibition of a yeast mutant, post-Golgi transport screen; post-Golgi transport phenotypic cell assay; inhibition, % at 10 µM; 0.9% of 98,000 active; AID 739;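 further: yeast cells grown in 1536-well plates; yeast grown about 18 h at 30C before absorbance read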
sEH inhibitor: inhibitors of human soluble epoxide hydrolase. AID 707. inhibition, % at 2 µM. 0.34% of 91,000 active. P34913. recombinant human sEH enzymatic activity assay; in the data active means inhibition above about 80%; further: values of inactives mirror those of a sister screen read the other way; many of its hits are not listed in these tables
Target sequence (P34913 whole entry, looked up): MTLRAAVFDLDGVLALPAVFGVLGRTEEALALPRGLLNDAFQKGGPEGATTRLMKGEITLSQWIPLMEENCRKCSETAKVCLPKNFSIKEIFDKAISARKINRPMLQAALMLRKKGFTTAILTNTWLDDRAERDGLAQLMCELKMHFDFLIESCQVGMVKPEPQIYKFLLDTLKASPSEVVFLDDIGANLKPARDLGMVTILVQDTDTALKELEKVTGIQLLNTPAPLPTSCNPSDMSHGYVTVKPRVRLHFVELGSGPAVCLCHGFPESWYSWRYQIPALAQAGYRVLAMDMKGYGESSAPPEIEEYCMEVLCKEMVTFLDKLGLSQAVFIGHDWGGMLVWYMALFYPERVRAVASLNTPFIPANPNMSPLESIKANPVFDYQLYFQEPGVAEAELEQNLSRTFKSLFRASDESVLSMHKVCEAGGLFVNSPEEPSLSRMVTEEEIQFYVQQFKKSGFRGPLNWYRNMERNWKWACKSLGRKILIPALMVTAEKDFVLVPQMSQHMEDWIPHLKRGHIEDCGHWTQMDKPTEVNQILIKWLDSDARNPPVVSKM
sEH act: increases human soluble epoxide hydrolase activity | 0.04% of 91,000 active | AID 717 | activation, % at 2 µM | P34913 | purified human sEH enzymatic activity, activator screen; in the data active means activation above about 37%; further: values of inactives mirror those of a sister screen read the other way
CYP2C19 act: activators of human cytochrome P450 2C19. 96,000 tested, under 10 active. P33261. activation factor at 5 µM. recombinant CYP2C19, luciferin-H EGE luminescence; hits give high values; 0 = fully inhibited enzyme, 1 = untreated enzyme. AID 1025;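 active means activation factor of at least 2 at 5 µM in the primary screen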;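 further: 0 = wells with 2.5 mM tranylcypromine and 1 = vehicle-only wells; values of inactives mirror those of a sister screen read the other way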
S1P2 blocker: antagonists of human S1P2 receptor; O95136; cell-based S1P2 antagonist assay, inhibition at 5 uM; inhibition, % at 5 µM; 0.21% of 97,000 active; AID 736; in the data active means inhibition above about 45%;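 further: CRE beta-lactamase reporter cells expressing human S1P2 stimulated with S1P; 0% = agonist at EC80 alone and 100% = agonist plus reference antagonist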
* = called active by the depositor; x = not tested or not shown. Unless noted, no stated cut-off is given here; in the data, active means inhibition above about 30%; inactive means the rest.

Sample of the layout:
Below each compound – PostGolgi ctrl	CYP2C19 inhib	hDAT+cocaine	S1P2 agonist	PostGolgi yeast	sEH inhibitor	sEH act	CYP2C19 act	S1P2 blocker
1	Cn1c(=O)n(C)c2cc(NS(=O)(=O)c3ccc4c(c3)CCCC4)ccc21
 : 17	95*	-0.38	0	8	-7	7	0	-13
2	Cn1c(-c2ccccc2)cc(=O)c2ccccc21
 : 8	23	0.8	-3	-3	-7	10	0.8	3
3	CC(/C=C/c1ccco1)=N/NC(=O)c1ccccc1Cl
 : 3	-7	x	-6	-3	4	-1	1.1	-12
4	Brc1ccccc1OCCOCCOc1cccc2cccnc12
 : 23	x	0.21	-1	6	-11	8	x	-6
5	COc1ccc(OC)c(N=C2C(=O)Nc3ccccc32)c1
 : 4	15	-0.37	-2	-1	10	-10	0.9	5
6	CCN1C=C(C(=O)OC)C(c2cccc(C)c2)C(C(=O)OC)=C1
 : 18	70*	0.36	13	9	x	x	0.3	-9
7	Cc1ccc(S(=O)(=O)N(CC(=O)N/N=C/c2cccc3c2OCCO3)c2ccccc2F)cc1
 : -1	82*	0.2	1	23	-2	2	0.2	-13

All compounds of this part, from the start:
Below each compound – PostGolgi ctrl	CYP2C19 inhib	hDAT+cocaine	S1P2 agonist	PostGolgi yeast	sEH inhibitor	sEH act	CYP2C19 act	S1P2 blocker
1	Cn1c(=O)n(C)c2cc(NS(=O)(=O)c3ccc4c(c3)CCCC4)ccc21
 : 17	95*	-0.38	0	8	-7	7	0	-13
2	Cn1c(-c2ccccc2)cc(=O)c2ccccc21
 : 8	23	0.8	-3	-3	-7	10	0.8	3
3	CC(/C=C/c1ccco1)=N/NC(=O)c1ccccc1Cl
 : 3	-7	x	-6	-3	4	-1	1.1	-12
4	Brc1ccccc1OCCOCCOc1cccc2cccnc12
 : 23	x	0.21	-1	6	-11	8	x	-6
5	COc1ccc(OC)c(N=C2C(=O)Nc3ccccc32)c1
 : 4	15	-0.37	-2	-1	10	-10	0.9	5
6	CCN1C=C(C(=O)OC)C(c2cccc(C)c2)C(C(=O)OC)=C1
 : 18	70*	0.36	13	9	x	x	0.3	-9
7	Cc1ccc(S(=O)(=O)N(CC(=O)N/N=C/c2cccc3c2OCCO3)c2ccccc2F)cc1
 : -1	82*	0.2	1	23	-2	2	0.2	-13
8	COc1ccc(/C(O)=C2\C(=O)C(=O)N(CCN(C)C)C2c2cc(OC)c(OC)c(OC)c2)c(C)c1 (centres undefined)
 : 9	12	0.11	-3	-7	11	-8	0.9	-4
9	Cc1ccc(NC(=O)CSC2=C(C#N)C(c3ccc4c(c3)OCO4)C3=C(CCCC3=O)N2)c(C)c1 (centres undefined)
 : 7	88*	0.083	-11	2	8	-9	0.1	4
10	Cc1cc(C)n(-c2nc3ccccc3nc2Nc2ccc(CC(=O)O)cc2)n1
 : 15	-1	0.49	-3	4	11	-9	1	13
11	CN1CCCc2cc(C=O)ccc21
 : x	x	1.1	-4	x	2	3	x	-7
12	N#Cc1ccc(-c2ccccc2)nc1SCC(=O)c1cc2ccccc2oc1=O
 : 9	8	0.08	-7	-5	-8	5	0.9	30
13	O=C(c1ccccc1F)N1CCN=C1SCc1cccnc1
 : 12	82*	0.22	-4	-13	5	-7	0.2	29
14	CCc1ccc(N(C(=O)CCC(=O)Nc2cc(C)on2)C(C(=O)NC2CCCC2)c2ccco2)cc1 (centres undefined)
 : x	x	-0.58	-7	x	-3	4	x	-16
15	Cc1ccc(CNC(=O)c2coc(=O)c3ccccc23)o1
 : 4	11	-0.31	-4	9	-14	13	0.9	14
16	c1ccc(-c2ccn3nnnc3n2)cc1
 : x	x	-0.29	-3	x	2	-3	x	11
17	Cc1ccc(NS(=O)(=O)c2ccc(OCC(=O)N3CCOCC3)cc2)cc1
 : 33*	57*	0.059	-4	2	-13	13	0.4	-14
18	Cc1ccc(S(=O)(=O)NCCSCc2ccccc2)cc1
 : 16	x	0.22	-1	-1	4	-6	x	-3
19	CC(=O)C1C(c2ccco2)c2c(noc2C)CC1(C)O (centres undefined)
 : 8	-5	-0.58	-3	9	-4	4	1.1	-9
20	CCOC(=O)C1CCN(C(=O)COc2ccc(Cl)cc2Cl)CC1
 : 18	80*	-0.54	-5	0	-2	4	0.2	-32
21	CCOC(=O)CCCn1c(C)nc(=O)c(-c2ccccc2)c1C
 : -1	-2	0.45	-10	6	x	x	1	20
22	CC(=O)Nc1ccccc1C(=O)N1CC2(C)CC1CC(C)(C)C2 (centres undefined)
 : 6	-6	0.37	2	-7	-3	5	1.1	-12
23	CC(C)(C)C(=O)c1cnc(Nc2ccccc2)s1
 : 27	37	2.4	-4	4	-9	10	0.6	-43
24	Cc1ccc(C)c(C(=O)CSc2n[nH]c(-c3ccncc3)n2)c1
 : 0	98*	0.16	-6	-1	x	x	0	-3
25	O=S(=O)(c1ccc(OCc2nc3ccccc3s2)c(Cl)c1)N1CCOCC1
 : 0	26	0.0036	x	14	x	x	0.7	x
26	COc1cccc(C(=O)Nc2cccc(NC(C)=O)c2)c1
 : -1	32	-0.004	-1	-1	x	x	0.7	-16
27	CCC(NC(=O)c1ccccc1NC(=O)c1ccc(C)cc1)C(=O)O (centres undefined)
 : -4	-16	-0.29	-3	7	1	-1	1.2	4
28	CN(CC(=O)NC(=O)NCc1ccco1)Cc1nc2ccccc2c(=O)[nH]1
 : 21	37	-0.069	x	-9	x	x	0.6	x
29	CC1CN(S(=O)(=O)c2cn(C)c(=O)n(C)c2=O)CC(C)O1 (centres undefined)
 : 30	7	1	-8	0	8	-9	0.9	-4
30	O=C(O)CCN(CCC(=O)O)c1ccccc1
 : 11	-3	-0.58	-7	-2	-7	7	1	-20
31	CCOc1ccc(NC(=O)CCn2cccc2)cc1
 : 4	27	-0.43	-1	8	-5	4	0.7	16
32	COc1ccc(C)cc1NC(=O)CCC(=O)Nc1nnc(C(F)(F)F)s1
 : 1	-2	-0.7	-7	-3	15	-15	1	14
33	Nc1[nH]ncc1N=Nc1ccc(Cl)cc1
 : 2	40	-1	0	-20	0	2	0.6	4
34	COc1cc(/C=C2/SC(=O)N(Cc3ccccc3)C2=O)ccc1OCc1ccncc1
 : 19	80*	2.6	-5	0	8	-10	0.2	-13
35	CS(=O)(=O)N1CCC(C(=O)N2CCC(Cc3ccccc3)CC2)CC1
 : 6	9	-1.2	0	1	14	-12	0.9	-2
36	CCN(CC)S(=O)(=O)c1ccc(Cc2ncc(C(F)(F)F)cc2Cl)s1
 : 9	83*	0.88	-2	-2	5	-6	0.2	-17
37	Clc1cccc(NCc2nnc(SCc3ccccc3Cl)o2)c1
 : 40*	14	x	-5	6	-3	4	0.9	-15
38	CC(C)c1ccc(-c2nnn(CCC(=O)O)n2)cc1
 : 10	-2	-0.55	-3	7	7	-5	1	-9
39	COc1cc(O)oc1C=Nc1ccccc1
 : -8	4	-0.54	-7	0	-9	8	1	0
40	CCOc1ccc(CCNC(=O)CCc2nc(-c3ccc(C)cc3)no2)cc1OCC
 : 5	32	-0.047	-3	0	10	-6	0.7	8
41	Cn1c(=O)n(-c2ccc(Cl)cc2)c(=O)c2c3c(sc21)COC(C)(C)C3
 : 14	7	0.54	-4	-6	x	x	0.9	-5
42	Cc1c(C2(c3c(C)n(C)n(-c4ccccc4)c3=O)C(=O)Nc3ccc(F)cc32)c(=O)n(-c2ccccc2)n1C
 : 7	-14	0.096	-6	1	-13	15	1.1	2
43	COc1ccc(CN2CC34C=CC(O3)C(C(=O)O)C4C2=O)cc1 (centres undefined)
 : -2	8	1	-6	-2	11	-9	0.9	14
44	CCC1(C)Cc2ccccc2-c2nc3n(c(=O)c21)CCCCC3 (centres undefined)
 : 27	32	-0.015	x	-2	x	x	0.7	x
45	CCCCOCCCNC(=O)c1ccccc1OCC
 : 8	48	0.37	x	4	x	x	0.5	x
46	O=C(Nc1ccc(C(F)(F)F)cc1)C1CCCN1S(=O)(=O)c1cccc2cccnc12 (centres undefined)
 : 30*	29	1.1	-8	3	-3	4	0.7	8
47	COc1ccc(-c2nc(CSCC(=O)N3CCC(C(N)=O)CC3)c(C)o2)cc1OC
 : -11	-23	0.5	-6	-5	4	-5	1.2	-10
48	CCN(CC)S(=O)(=O)c1ccc(NC2c3ccccc3C(=O)N2Cc2ccco2)cc1 (centres undefined)
 : 10	41	0.27	-4	-2	0	-1	0.6	6
49	O=C(Cn1nc(C(F)(F)F)c2c1CCC2)NC1CCCCC1
 : 1	39	-0.3	-2	-6	19	-19	0.6	-11
50	COC(=O)C1CCN(C(=O)Cc2ccc(C)cc2)CC1
 : 4	28	0.51	-4	16	15	-14	0.7	-32
51	O=C(Oc1oc(-c2ccco2)nc1C=Nc1ccccc1)c1ccoc1
 : 13	3	-0.64	x	9	x	x	1	x
52	COc1cc(NC(=S)NC(=O)c2c(OC)cccc2OC)ccc1NC(=O)c1cccs1
 : 9	4	-1.7	7	0	4	0	1	-8
53	CCOCc1nnc(NC(C)=O)s1
 : 4	0	0.94	-5	15	1	1	1	19
54	O=C(NCc1ccccc1)C1CCCN(C(=O)Nc2ccccc2)C1 (centres undefined)
 : 0	67*	-0.42	-5	-3	6	-3	0.3	-2
55	COc1ccc(-c2cn3ccccc3n2)cc1OC
 : -4	11	1	-3	6	-20	21	0.9	-21
56	CCOC(=O)c1c(-c2ccc(Cl)cc2)c(C#N)c(=O)n(N)c1N
 : -3	16	0.1	-7	18	14	-13	0.8	-13
57	CN1c2ccsc2C(O)=C(C(=O)Nc2ccccc2)S1(=O)=O
 : 4	-16	-0.82	-5	6	x	x	1.2	19
58	COC(=O)C1C2C=CC3(CN(C4CCCC4)C(=O)C13)O2 (centres undefined)
 : -1	-12	-0.79	-3	-1	3	-2	1.1	-7
59	CCCOc1ccccc1C(=O)NCCCC(=O)O
 : 9	10	-0.24	-13	2	3	-3	0.9	4

Three structures out of the list, sorted by count of non-hydrogen atoms, lowest first:
Below each compound – PostGolgi ctrl	CYP2C19 inhib	hDAT+cocaine	S1P2 agonist	PostGolgi yeast	sEH inhibitor	sEH act	CYP2C19 act	S1P2 blocker
39	COc1cc(O)oc1C=Nc1ccccc1
 : -8	4	-0.54	-7	0	-9	8	1	0
57	CN1c2ccsc2C(O)=C(C(=O)Nc2ccccc2)S1(=O)=O
 : 4	-16	-0.82	-5	6	x	x	1.2	19
47	COc1ccc(-c2nc(CSCC(=O)N3CCC(C(N)=O)CC3)c(C)o2)cc1OC
 : -11	-23	0.5	-6	-5	4	-5	1.2	-10

Screening results from PubChem.
